# ERb SRC1 inh = blocks coactivator binding to human estrogen receptor beta. inhibition, % at 25.6 µM. Q92731. TR-FRET ER-beta LBD / SRC1-Cy5 peptide binding; receptor agonist-loaded with 1 µM estradiol. AID 633. actives 1.3% (n = 86,000);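 active = compounds whose percent inhibition of the receptor-coactivator binding signal exceeds about 50% in the single-dose screen, limit read from the data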;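 note: 0% = receptor plus peptide wells without compound and 100% = peptide-only wells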
# Mac1 fbg enh = CD11b/CD18-fibrinogen binding enhancement | P05107+P11215 | activation, % at 10 µM | K562 CD11b/CD18 adhesion to fibrinogen, ATPlite luminescence | AID 1499 | actives 0.07% (n = 93,000);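 active = 10 µM primary screen giving 50% or more activity, confirmed by 40% or more on retest at that dose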; note: strong numbers were not always called active
# Rev-RRE block = HIV Rev-RRE protein-RNA interaction inhibition | P05866 | Rev peptide-RRE RNA binding, FRET | inhibition, % at 8 µM | actives 0.79% (n = 97,000);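 active = inhibition above the screen-wide mean plus 3 SD, cut at about 35% in these data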;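 note: 0% = median DMSO wells and 100% = median Neomycin B control wells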
# Target sequence (P05866 whole entry, looked up): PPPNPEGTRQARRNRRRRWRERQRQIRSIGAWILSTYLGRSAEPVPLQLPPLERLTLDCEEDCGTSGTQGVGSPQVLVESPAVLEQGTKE
#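 Material: labelled RRE RNA duplex and labelled Rev peptide / Buffer or medium: HEPES pH 7.5 salt buffer with EDTA / Compound dosing: single point, 8 µM final nominal compound concentration / Benchmarks: DMSO low control, neomycin B high control / Timing: 5 min preincubation and 15 min binding, 25 °C / Technique: FRET fluorescence readout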
# Plk1 PBD FP = Plk1 (human) PBD binding inhibition. P53350. Plk1 PBD phosphopeptide binding, fluorescence polarization. inhibition, %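 (tested at about 20 µM)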. actives 0.13% (n = 97,000). AID 693; in the data active = inhibition above about 34%, passing the limit was not always enough
# PLK1 inh = PLK1 (human) kinase inhibition; recombinant PLK1 kinase, TR-FRET peptide phosphorylation; inhibition, % at 10 µM; actives 0.53% (n = 97,000); AID 619;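 active = inhibition of 50% or more in the single-concentration screen; inactive = inhibition below 50%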;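 note: 0% = DMSO max control and 100% = H-89 dihydrochloride min control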
# FAK inh = inhibitors of human focal adhesion kinase; Q05397; actives 0.84% (n = 97,000); biochemical FAK kinase activity assay; inhibition, %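 (tested at 7 µM)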; AID 727; in the data active = inhibition above about 19%;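 note: 0% = DMSO and 100% = reference compound high control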
# ERa SRC1 inh = ER-alpha (human) coactivator binding inhibition. P03372. TR-FRET ER-alpha LBD / SRC-1 peptide, estradiol-bound. inhibition, % at 25.6 µM. actives 1.7% (n = 86,000); in the data active = inhibition above about 50%;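 note: 0% = receptor plus peptide control and 100% = peptide only without receptor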
# Target sequence (P03372 whole entry, looked up, the tested form may be a part): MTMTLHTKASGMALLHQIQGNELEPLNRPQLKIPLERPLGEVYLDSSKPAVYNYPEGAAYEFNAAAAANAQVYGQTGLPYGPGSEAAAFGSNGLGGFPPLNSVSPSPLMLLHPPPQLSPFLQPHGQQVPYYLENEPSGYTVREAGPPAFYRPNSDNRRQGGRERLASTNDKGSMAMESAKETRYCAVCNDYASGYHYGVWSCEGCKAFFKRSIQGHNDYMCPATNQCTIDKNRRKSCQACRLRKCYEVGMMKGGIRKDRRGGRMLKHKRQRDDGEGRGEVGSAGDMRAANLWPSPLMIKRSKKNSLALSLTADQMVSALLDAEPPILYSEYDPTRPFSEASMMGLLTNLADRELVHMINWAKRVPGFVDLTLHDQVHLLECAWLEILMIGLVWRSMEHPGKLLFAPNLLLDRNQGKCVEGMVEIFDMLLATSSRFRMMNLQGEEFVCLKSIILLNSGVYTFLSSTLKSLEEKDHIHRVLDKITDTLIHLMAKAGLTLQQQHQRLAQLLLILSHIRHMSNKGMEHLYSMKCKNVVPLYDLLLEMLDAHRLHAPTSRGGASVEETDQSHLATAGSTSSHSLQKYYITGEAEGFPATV
# ERa SRC1 pot = enhances coactivator binding to human estrogen receptor alpha | coactivator binding (% of control), % at 25.6 µM | AID 639 | actives 1.3% (n = 86,000) | P03372 | TR-FRET ERalpha-LBD/SRC-Cy5 coactivator binding, 2 h; 100 = basal binding, no effect; in the data active = activity above about 200%;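 note: binding measured in presence of low estradiol as agonist stimulus; 0% = peptide alone without receptor and 100% = receptor with peptide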
# CD11b adhes inh = blocks human CD11b/CD18 adhesion to fibrinogen; inhibition, % at 10 µM; K562 CD11b/CD18 adhesion to fibrinogen, ATPlite luminescence; Mn2+ added to activate the integrin; actives 0.54% (n = 93,000); P05107+P11215; AID 1497;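 active = primary inhibition of 50% or more at 10 µM, then 40% or more on retest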; note: some results filed as inactive read as strong as hits
# Starred values were filed as active, the others as inactive; x = no result given; [ ] = dose if it differs, or a comment.
SMILES,ERb SRC1 inh,Mac1 fbg enh,Rev-RRE block,Plk1 PBD FP,PLK1 inh,FAK inh,ERa SRC1 inh,ERa SRC1 pot,CD11b adhes inh
CCCOc1cccc(C2/C(=C(/O)c3ccc(OC)cc3)C(=O)C(=O)N2CCN(C)C)c1 (stereo not drawn),-11.6,-0.6,0.5,-6.2,-0.4,1.8,5.9,115.2,-14.0
O=C(NC1CCCCCCC1)C1CCN(c2nc3ccccc3o2)CC1,-16.5,-4.2,8.4,14.2,-5.7,4.3,-3.0,96.5,-7.3
COc1ccc(Cc2nnc(NC(=O)Cn3cnc4c3c(=O)n(C)c(=O)n4C)s2)cc1,-2.7,x,2.5,-0.2,-17.9,0.4,-9.8,92.0,x
O=C(Nc1ccc(Nc2ccccc2)cc1)N1CCOCC1,1.0[fluorescence artefact?],3.7,-2.9,-4.6,0.6,1.8,-2.2,145.8,-6.9
CC1CCCCC1NC(=O)COC(=O)c1ccc(S(=O)(=O)NCc2ccco2)cc1 (stereo not drawn),x,-6.3,3.9,-15.2,-8.6,-0.6,x,x,-0.2
CCCn1c(O)c2ccc(C(=O)N=NC(=O)c3cccnc3)cc2c1O,x,x,3.7,-32.5,-12.4,3.8,x,x,x
CCc1ccc2c(c1)[C@]1(C(=O)N2)[C@@H]2C(=O)N(Cc3ccccc3)C(=O)[C@@H]2[C@@H]2CCCN21,3.1[fluorescence artefact?],4.7,1.7,-16.6,3.5,-1.8,7.1[fluorescence artefact?],106.0,4.0
O=C(NCc1ccco1)Oc1ccccc1,-8.0,-4.7,7.3,-1.3,-12.6,-1.8,-4.1,99.4,-8.0
Nc1nnnn1/N=C/C(Br)=C/c1ccccc1,-4.3,2.1,6.0,9.0,13.5,-0.9,10.7[fluorescence artefact?],96.6,8.8
COc1ccccc1NC(=O)CC1C(=O)NCCN1C(=O)Nc1ccc(Cl)c(Cl)c1 (stereo not drawn),-8.8,-1.5,14.0,-1.0,-1.5,-3.2,3.8,101.3,4.2

# Three compounds out of the list, ordered by formula weight, lowest first:
SMILES,ERb SRC1 inh,Mac1 fbg enh,Rev-RRE block,Plk1 PBD FP,PLK1 inh,FAK inh,ERa SRC1 inh,ERa SRC1 pot,CD11b adhes inh
O=C(Nc1ccc(Nc2ccccc2)cc1)N1CCOCC1,1.0[fluorescence artefact?],3.7,-2.9,-4.6,0.6,1.8,-2.2,145.8,-6.9
CC1CCCCC1NC(=O)COC(=O)c1ccc(S(=O)(=O)NCc2ccco2)cc1 (stereo not drawn),x,-6.3,3.9,-15.2,-8.6,-0.6,x,x,-0.2
COc1ccccc1NC(=O)CC1C(=O)NCCN1C(=O)Nc1ccc(Cl)c(Cl)c1 (stereo not drawn),-8.8,-1.5,14.0,-1.0,-1.5,-3.2,3.8,101.3,4.2

# The list continues.
SMILES,ERb SRC1 inh,Mac1 fbg enh,Rev-RRE block,Plk1 PBD FP,PLK1 inh,FAK inh,ERa SRC1 inh,ERa SRC1 pot,CD11b adhes inh
C=CCn1c(CNc2ccccc2)nnc1SCC(=O)N/N=C/c1ccc(O)cc1O,x,x,4.0,-25.3,-6.0,-3.1,x,x,x
CCOc1ccccc1CNc1ccc(N2CCOCC2)c(C(=O)O)c1,5.6[fluorescence artefact?],-6.5,-1.8,-19.2,-8.2,-4.2,7.0,110.1[fluorescence artefact?],-1.3
CCOc1ccc2c(=O)c(Oc3ccccc3OCC)coc2c1,2.8[fluorescence artefact?],0.7,1.5,13.4,0.8,1.2,3.5,102.6,-3.0
Cn1c(NCc2ccco2)nc2c1c(=O)n(Cc1ccc(Cl)c(Cl)c1)c(=O)n2C,12.9,-1.2,6.3,2.3,-11.3,6.7,15.1,80.0,8.5
O=C(Nc1nc(-c2cccs2)cs1)c1ccc(S(=O)(=O)N2CCCCC2)cc1,-4.4[fluorescence artefact?],2.8,8.4,3.9,-3.4,-1.0,-2.2,234.9*,35.6
Cc1ccc(S(=O)(=O)NC(=O)Nn2c(C)nnc2C)cc1,1.2,3.8,4.0,-26.5,-2.6,-1.0,-3.7,34.7,-43.3
CCNC(=S)N/N=C/c1cccs1,x,-1.2,4.0,-2.8,-10.7,-0.1,x,x,0.5
Cc1cc2ncn(C(=O)N3CCCCCC3)c2cc1C,-6.0,x,1.2,4.8,-8.5,1.1,-0.6,103.0,x
CCCC(c1nnnn1Cc1ccc(F)cc1)N1CCN(C2CCCCC2)CC1 (stereo not drawn),-0.2,-2.6,4.7,-16.0,0.1,-0.4,8.4,106.1,16.1
N#CCc1nc2n(n1)Cc1ccccc1-2,-26.5,x,13.7,-2.9,-3.0,-1.2,-24.4,102.3,x
COC(=O)CN1C(=O)Nc2ccc(Br)cc2C1c1ccccc1 (stereo not drawn),-1.9,x,3.1,10.7,-16.8,0.4,2.9,106.6,x
O=C(c1cc(=O)[nH]c2ccccc12)N1CCN(S(=O)(=O)c2ccc3ccccc3c2)CC1,-2.0,-0.5,4.5,-12.1,-4.3,-0.7,-4.0,112.3,-8.1
CCC1(C)CC(c2csc(N)n2)CCO1 (stereo not drawn),-6.5,-4.2,4.3,14.6,-13.4,-1.3,-7.5,109.7,6.0
COc1ccc(COC(=O)c2nc3nc(C)cc(C)n3n2)cc1F,0.9,-4.6,11.8,-20.4,-21.5,0.2,1.8,97.6,-1.5
CCN(CC)S(=O)(=O)c1cccc(-c2nc3n(n2)Cc2ccccc2-3)c1,11.3[fluorescence artefact?],-0.6,10.5,-2.0,3.0,6.5,4.1,160.8[fluorescence artefact?],-1.5
CCn1c(COc2ccccc2C)nnc1SCC(=O)OC,-6.5,0.1,x,x,x,x,-6.0,117.1,-9.4
Cn1nc(-c2ccc(Cl)cc2)c2cc(C(=O)NCCCN3CCCC3)sc21,38.7[fluorescence artefact?],13.5,6.5,9.6,-3.9,3.7,23.1[fluorescence artefact?],72.0[fluorescence artefact?],5.5
Cc1noc(C)c1CSc1nc2ccccc2n1CCc1ccccc1,14.6,6.6,1.5,-17.3,0.8,-2.1,-0.1,81.1[fluorescence artefact?],5.4
CCc1nc2ccccc2c(NC(=O)CN2CCC(C)CC2)c1C,19.6,-6.0,5.4,-8.3,-10.2,-1.9,-11.2,116.3,-3.7
c1cncc(-c2nc3ccccc3[nH]2)c1,x,x,5.9,-12.1,0.7,27.7*,x,x,x
O=C(Nc1ccc2sc3ccccc3c(=O)c2c1)c1ccccc1Cl,x,x,0.5,6.3,-10.7,4.0,x,x,x
CC(=O)C1C(c2cn(-c3ccccc3)nc2-c2cccs2)NC(=O)NC1(O)C(F)(F)F (stereo not drawn),-2.7,1.9,4.1,-18.0,3.0,-11.4,-5.5,106.9,7.3
COc1ccc(CN(C(=S)Nc2ccccc2)C2CC(=O)N(c3ccc(Cl)cc3)C2=O)cc1 (stereo not drawn),x,21.2,5.3,-37.5,-1.0,87.3*,x,x,-7.5
Cc1cc(NC(=O)c2noc3c2CCc2ccccc2-3)n(-c2ccccc2)n1,-0.9,-2.9,x,x,x,x,-9.8,125.0,-10.9
COc1ccc2c(c1)SCC(=O)N2C,-2.1,x,8.8,6.6,-2.1,-0.2,-8.1,100.3,x
CCCc1cc(=O)n2[nH]c(NCc3ccccc3F)nc2n1,11.2,-1.8,7.5,-18.5,-3.5,-3.0,0.8[fluorescence artefact?],100.7[fluorescence artefact?],-18.2
COc1ccc(S(=O)(=O)N2CCCN(CC(=O)Nc3cc(NC(C)=O)ccc3OC)CC2)cc1,-5.1,1.7,0.7,-4.0,-3.1,-1.9,-3.2,112.9,-8.5
O=C(O)CCCC(=O)Nc1nc(-c2ccccc2)cs1,-1.9,-2.5,6.3,-14.1,-4.0,-6.4,-2.8,105.5,0.2
Cc1nc(N2CCN(C)CC2)[nH]c(=O)c1Cc1cccc2ccccc12,1.6[fluorescence artefact?],3.0,7.8,-2.1,-9.8,1.2,4.6[fluorescence artefact?],96.2,8.4
COc1cccc(-n2sc3c(c2=S)-c2cc(OC)ccc2NC3(C)C)c1,x,-0.2,-5.0,16.5,-10.2,0.6,x,x,-12.8
COCCCNC(=O)c1cc2c(=O)n3cccc(C)c3nc2n(C(C)C)c1=N,-2.1,3.7,5.4,8.2,5.8,1.3,-24.4,155.5,-19.1
O=C1NCC(c2ccccc2)C1C(=O)N/N=C\c1ccc(-c2cccc(Cl)c2Cl)o1 (stereo not drawn),-0.3,-1.4,3.2,-7.5,-5.2,0.6,13.0,71.0,25.3
COC(=O)c1cc(Br)c(=O)n(-c2ccc(F)cc2)c1,31.8,-1.9,6.1,7.0,-1.3,0.1,-1.0,120.5,3.6
CCCCOc1ccc(-c2nnn(C(C)(C)C(=O)OC)n2)cc1,-4.4,-1.4,5.6,-17.8,-9.3,3.7,-3.4,99.3,10.1
O=C(CNc1ccc(Br)cc1)c1ccccc1,x,x,1.1,25.9,-14.3,-1.1,x,x,x
O=C1CC(c2ccc(Cl)cc2)n2nc(NS(=O)(=O)c3ccc(F)cc3)nc2N1 (stereo not drawn),x,-8.2,-0.4,20.0,-12.9,3.3,x,x,31.1
COCCNC(=O)C(C)Oc1ccc(Cl)cc1Cl (stereo not drawn),x,-4.0,-2.6,-6.6,-7.1,1.3,x,x,-9.6
CCCCCC(=O)N1CCN(CCN=CC2=C(O)CC(c3ccc(OC)c(OC)c3)CC2=O)CC1 (stereo not drawn),-2.3,-0.4,5.9,5.8,-1.9,-0.3,4.8,116.3,7.2
Cn1c(CNC(=O)c2ccc(Cl)c(Cl)c2)nnc1SCC(=O)Nc1sc2c(c1C#N)CCCC2,34.2[fluorescence artefact?],37.9,12.2,11.0,-32.7,1.6,40.8,192.6[fluorescence artefact?],-37.1
Cc1cc(OCc2nn[nH]n2)c2c(C)c(CC(=O)O)c(=O)oc2c1,3.9,-5.3,6.6,8.0,-15.2,4.1,-1.9,104.6,-19.3
COc1ccc(NC(=O)c2oc3ccccc3c2NC(=O)COc2ccccc2OC)c(OC)c1,3.8,x,6.1,27.5,-11.3,-2.0,-7.7,99.0[fluorescence artefact?],x
O=C(CSc1nnc(-c2ccccc2F)o1)OCc1ccccc1,-10.5,-0.7,2.7,-38.8,-15.3,0.4,-6.5,112.5[fluorescence artefact?],0.4
COc1ccc(-n2c(Cc3cccn3C)nnc2SCC(=O)Nc2nccs2)cc1,2.3,0.0,x,x,x,x,1.4,111.2,-4.0
O=C(O)c1[nH]nc2c1COc1ccccc1-2,-7.6,-0.5,10.4,6.2,-2.2,5.8,-3.2,96.2,-4.4
Cc1ccccc1CN1CCN(C(=O)c2cccc(F)c2)CC1,-4.9,0.8,-2.0,-13.7,1.5,-1.4,-9.3,106.7,-19.6
O=C1CC(c2cccc(Cl)c2)CC(O)=C1C=NCCCO (stereo not drawn),5.5,1.3,8.4,-7.8,-1.7,-1.4,1.0,115.3,-22.8
Cc1cc(C)nc(N2CCCC(C(=O)Nc3cc(F)ccc3C)C2)n1 (stereo not drawn),-11.6,-1.8,1.9,-0.5,-2.8,-1.6,11.6,113.6,5.2
COc1ccc(NC(=O)c2sc(=S)[nH]c2N)cc1,x,x,5.4,-28.1,-12.9,1.7,x,x,x
C=CCn1c(NC(=O)c2ccccc2Cl)c(C#N)c2nc3ccccc3nc21,-6.8,-8.2,20.1,-1.8,-13.8,20.0*,-11.7,76.1,96.6*
